# Rab9 prom act: activators of Rab9 promoter; Potency, µM (titrated, usually from 9.22 µM), for the others: at the top dose activation, negative = inhibition, usual class: activators; 2.8% of 320,000 active; Huh7 Rab9 promoter-luciferase reporter, luminescence, 24 h; also: % of control where 0% means no effect; nearly all actives have a fitted effect of over 60% in size
#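 Rab9 promoter-driven luciferase in stably transfected Huh7 cells; 1500 cells/well rested 2 h, exposed to compound in DMSO for 24 h at 37 °C, 5% CO2. Luminescence read 10 min after adding luciferase reagent at ambient temperature.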
# BRCA1 expr up: increases BRCA1 expression. MCF7-BRCA1-FFLuc reporter, luminescence, 48 h; response scale: scaled: vehicle 0%, 10 µM genistein 100%. Potency, µM (doses to about 46.1 µM), inactives show top-dose activation, actives largely listed as activators. 1.1% of 380,000 active. AID 624202; also: nearly all actives have a fitted effect of over 80% in size; some results filed as inactive show a strong effect at the top dose
#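 MCF7-BRCA1-FFLuc cells, 2000/well in phenol-red-free MEM, attached 2 h then treated 48 h at 37 C. Luciferase luminescence read 15 min after reagent; normalized to genistein maximum activation (10microM) and DMSO, concentration-response fitted.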
# RORgamma inh: blocks mouse ROR gamma transcriptional activity. P51450. Drosophila S2 Gal4-RORgamma UAS-luciferase reporter, 20 h. Potency, µM (series often up to 53.6 µM), for inactives: top-dose activity change, negative = inhibition, actives largely listed as inhibitors. 5.4% of 310,000 active; also: % is scaled to controls: 0 for no effect and ±100 for the full control effect; nearly all actives have a fitted effect of over 60% in size
# Target sequence (P51450 whole entry, looked up, the tested form may be a part): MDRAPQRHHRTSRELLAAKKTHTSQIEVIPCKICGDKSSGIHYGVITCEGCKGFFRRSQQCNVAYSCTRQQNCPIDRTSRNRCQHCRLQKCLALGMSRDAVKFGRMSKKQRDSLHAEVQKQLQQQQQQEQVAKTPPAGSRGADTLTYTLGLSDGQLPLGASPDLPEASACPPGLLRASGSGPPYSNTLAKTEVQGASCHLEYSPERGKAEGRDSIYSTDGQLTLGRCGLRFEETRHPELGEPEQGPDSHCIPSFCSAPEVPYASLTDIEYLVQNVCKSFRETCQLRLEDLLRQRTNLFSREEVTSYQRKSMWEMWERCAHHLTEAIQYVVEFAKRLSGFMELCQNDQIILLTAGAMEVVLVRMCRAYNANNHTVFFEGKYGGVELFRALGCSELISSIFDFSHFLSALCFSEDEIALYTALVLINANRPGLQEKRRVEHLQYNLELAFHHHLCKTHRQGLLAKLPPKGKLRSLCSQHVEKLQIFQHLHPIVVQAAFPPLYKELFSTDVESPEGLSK
#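 Stable Schneider cell line, Gal4 DNA-binding domain fused to ROR gamma, UAS-luciferase. Cmpd 1 hr RT → CuSO4 700 uM final → 20 hr RT → luciferase reagent 10 min → luminescence.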
# ELG1 genotox: genotoxicity induction in ELG1-luciferase HEK293T cells. HEK293T ELG1-luciferase reporter, luminescence, 16 h. Potency, µM (doses to about 46 µM), without a hit: top-dose activity change, positive = activation, most hits filed as activators. 1.3% of 330,000 active. AID 504466; also: % of control where 0% means no effect; nearly all actives have a fitted effect of over 60% in size
#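 16 hr compound incubation (37 °C, 5% CO2) of HEK293T cells carrying luciferase-tagged ELG1; luciferase then measured by ONE-Glo luminescence after 30 min at RT.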
# uPA generation: blocks generation of uPA at the cell surface. AID 540303. cell surface uPA generation assay, qHTS. Potency, µM (doses to about 38.3 µM), for the others: top-dose activity change, negative = inhibition, actives largely listed as inhibitors. 0.31% of 330,000 active; active = well fitted inhibition curve with a large enough effect; inconclusive = small, poorly fitted or top-dose-only effect; inactive = no such curve, though single readings can be large or run the other way; tested in mouse RAW 264.7 cells; also: % is scaled to controls: 0 for no effect and ±100 for the full control effect; nearly all actives have a fitted effect of over 55% in size
# NPC1 prom act: NPC1 promoter activation; Huh7 NPC1 promoter luciferase reporter, 24 h; Potency, µM (doses to about 9.22 µM), for the others: at the top dose activation, usual class: activators; 2.4% of 320,000 active;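 also: % of control where 0% means no effect; nearly all actives have a fitted effect of over 60% in size; reporter is driven by a mutant NPC1 promoter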
#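 Luminescence from an NPC1 promoter-driven luciferase reporter in stably transfected Huh7 cells was measured after 24 h compound treatment at 37 °C, followed by 10 min ambient incubation with luciferase detection reagent.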
# p53 reactivator: mutant p53 re-activation in reporter cells | H1299 p53-A138V BP100-luciferase reporter, luminescence, 24 h | Potency, µM (series often up to 92.2 µM), for inactives: at the highest dose activity change, positive = activation, actives largely listed as activators | 0.063% of 320,000 active; also: % of control where 0% means no effect; nearly all actives have a fitted effect of over 45% in size
#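 H1299 (p53-null), stable ts p53-A138V + BP100-Luc; 1000 cells/well, Opti-MEM/10% FBS; cpd 4 pt, 1:5; 24 h, 37 deg C, 5% CO2; detection reagent 10 min RT; luminescence.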
# FLuc counter: firefly luciferase modulation, counter-screen for miR-21 project; 6.9% of 360,000 active; P08659; Potency, µM (doses to about 57.5 µM), for the others: at the top dose activity change, negative = inhibition, actives largely listed as inhibitors; purified FLuc, Km substrates, luminescence inhibition; AID 588342;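 also: plate controls were vehicle for no effect and reference inhibitor for full effect; nearly all actives have a fitted effect of over 55% in size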
# Target sequence (P08659 whole entry, looked up): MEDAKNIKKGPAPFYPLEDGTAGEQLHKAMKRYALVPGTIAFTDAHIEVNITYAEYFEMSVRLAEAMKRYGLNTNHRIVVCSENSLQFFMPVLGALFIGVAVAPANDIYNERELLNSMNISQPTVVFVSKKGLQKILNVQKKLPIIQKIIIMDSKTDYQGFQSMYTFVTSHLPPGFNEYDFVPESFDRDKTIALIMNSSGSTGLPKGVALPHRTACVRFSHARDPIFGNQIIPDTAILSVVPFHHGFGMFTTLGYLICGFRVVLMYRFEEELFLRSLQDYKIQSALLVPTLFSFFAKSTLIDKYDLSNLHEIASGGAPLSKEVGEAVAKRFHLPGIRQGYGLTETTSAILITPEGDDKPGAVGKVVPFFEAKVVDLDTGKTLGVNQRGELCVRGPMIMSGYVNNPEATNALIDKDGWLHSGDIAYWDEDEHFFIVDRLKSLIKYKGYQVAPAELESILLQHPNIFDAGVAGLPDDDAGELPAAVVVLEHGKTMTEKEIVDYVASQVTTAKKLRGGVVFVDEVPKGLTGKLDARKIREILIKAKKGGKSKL
#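 Purified P. pyralis luciferase, 10 nM final, with Km-level 10 uM D-luciferin and 10 uM ATP in 50 mM Tris acetate pH 7.5, 10 mM Mg acetate, 0.01% Tween-20, 0.05% BSA; 6-point qHTS titration about 60 µM downward; luminescence read.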
# Gal4-VP16 FLuc: counter-screen for ROR gamma inhibitors: Gal4-VP16 reporter | Drosophila S2 Gal4-VP16 UAS-luciferase, luminescence, 20 h | 3.5% of 310,000 active | Potency, µM (top dose mostly 53.6 µM), without a hit: at the top dose activity, negative = inhibition, actives largely listed as inhibitors;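 also: Gal4-VP16 expression switched on by copper sulfate through the metallothionein promoter; % is scaled to controls: 0 for no effect and ±100 for the full control effect; nearly all actives have a fitted effect of over 50% in size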
# MBNL1-CUG inh: blocks human MBNL1 binding to CUG repeat RNA; Potency, µM (top dose mostly 57.5 µM), for the others: top-dose activity change, negative = inhibition, actives largely listed as inhibitors; TR-FRET MBNL1-His/biotin-(CUG)12 binding, 665/545 ratio; Q9NR56; AID 2675; 0.036% of 280,000 active; active = well fitted inhibition curve with a large enough effect in the signal ratio, with a control signal flat, not every such curve was filed as active; inconclusive = small, poorly fitted or top-dose-only effect, or effect the other way, or a change in a side signal; inactive = no such curve, though single readings can be large or run the other way; the % refers to the signal ratio; also: % is scaled to controls: 0 for no effect and ±100 for the full control effect
#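 His-tagged MBNL1 binding to biotinylated (CUG)12 RNA was measured by TR-FRET using terbium anti-His antibody (0.055 ng/ul final) and streptavidin-XL665 (5 nM final). Compounds were titrated 92 nM to 58 uM; 60 min at room temperature.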
# MLL CXXC-DNA inh: MLL CXXC-DNA interaction inhibition | MLL-CXXC / FITC-HOXA9 DNA fluorescence polarization | Potency, µM (doses to about 115 µM), inactives show top-dose activity change, negative = inhibition, usual class: inhibitors | 0.037% of 290,000 active; active = well fitted inhibition curve with a large enough effect in the polarisation, with a control signal flat, not every such curve was filed as active; inconclusive = small, poorly fitted or top-dose-only effect, or effect the other way, or a change in a side signal; inactive = no such curve, though single readings can be large or run the other way; the % refers to the polarisation
#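 Purified MLL-CXXC (added from a 7 uM solution) was preincubated 5 min at ambient with pinned compounds in 50 mM Tris-HCl pH 7.5, 50 mM NaCl, 1 mM DTT, 0.05% BSA. Fluorescein-labeled HOX-A9 DNA (50 nM solution) followed, 30 min, then polarization read.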
# * marks the source's active call; other numbers are inactive results; ? = inconclusive; . = not tested or not shown; [ ] = remark or other dose. Unless noted, calls follow the shape of the dose curve; as a rule, active = well fitted curve in the direction sought with a large enough effect; inconclusive = small, poorly fitted or top-dose-only effect, or another doubt; inactive = no such curve, though single readings can be large; an effect the other way counts as inactive or inconclusive. Potency is read from the fitted curve at half-maximal effect. Only part of the results is shown; rates above refer to the full screens.
SMILES,Rab9 prom act,BRCA1 expr up,RORgamma inh,ELG1 genotox,uPA generation,NPC1 prom act,p53 reactivator,FLuc counter,Gal4-VP16 FLuc,MBNL1-CUG inh,MLL CXXC-DNA inh
CCCOc1ccc(S(=O)(=O)NCCN2CCOCC2)c2ccccc12,-3%,-6%,2%,-2%,1%,-4%,-8%,4%,0%,1%,0%
Cc1cccc(NC(=O)Cc2nc(-c3c[nH]c(C(=O)N4CCCC4)c3)cs2)c1,-4%,-60%,.,-9%,-10%,0%,-8%,-15%,.,.,.
CC(C)NCCOCCOc1ccccc1F,0%,1%,7%,0%,-1%,-2%,-2%,1%,0%,-1%,6%
COc1ccccc1Nc1nc(=O)[nH]nc1C,-1%,-2%,-18%,0%,.,0%,-2%,-1%,-4%,3%,6%
Cn1ncc2c(Nc3ccc(Br)cc3)nc(Nc3ccc(Br)cc3)nc21,-5%[1.84 µM],-96%,-27%,-7%,4%,-4%,-13%,-12%,?,3%,-14%
COC(=O)C1=C(C)NC(C)=C(C(=O)OC)C1c1cn(-c2ccccc2)nc1-c1ccco1,2%,-27%,9%,1%,-1%,-3%,23%,3%,-13%,-3%,14%
COc1cccc(CNS(=O)(=O)c2ccc3c(c2)oc(=O)n3C)c1,10%,-11%,-12%,-5%,-3%,-1%,-8%,1%,7%,1%,-4%
O=C(NNS(=O)(=O)c1ccc(Br)cc1)c1ccccc1-n1cccc1,0%,-28%,-11%,0%,0%,-3%,-2%,5%,-16%,-4%,-7%
COc1cccc(CN2CC(C(=O)NCCc3ccc(C)s3)CCC2=O)c1 (stereo not drawn),12%,-4%,-1%,-6%,26%,-2%,7%,2%,-5%,2%,21%
Cn1c(SCC(=O)N/N=C/c2cc([N+](=O)[O-])ccc2O)nnc1-c1ccccc1,-2%,-2%,-26%,5%,-5%,-2%,5%,-2%,-11%,-1%,-2%
O=C(C1CCCO1)N1CCN(c2ccc(F)cc2)CC1 (stereo not drawn),-4%,4%,-19%,6%,-2%,1%,6%,0%,-2%,7%,-7%
COc1ccc(C(=O)CC(c2ccccc2)S(=O)(=O)c2ccc(C)cc2)cc1 (stereo not drawn),18%,.,-3%,11%,.,21%,6%,?,1%,.,-2%
Cc1cc(N)n2nc(C)c(-c3ccccc3)c2n1,7%,35%,-30%,7%,4%,-1%,15%,?,1%,-4%,3%
Cc1ccc(S(=O)(=O)N2CCOCC2)cc1NC(=O)CNc1ccccc1N1CCCC1=O,-7%,-8%,.,3%,8%,-1%,-1%,3%,.,.,.
CCN(CC)c1cc(-c2ccccc2)ncn1,21%,35%,13%,7%,3%,3%,4%,?,29%,.,?
N=C1S/C(=C\c2ccc(O)cc2)C(=O)N1c1ccc(F)cc1,-4%,-1%,2.5µM*,4%,-8%,-3%,1%,-8%,2.8µM*,-1%,51%[activator]
CC(=O)c1ccc(NC(=O)C(C)n2c3ccccc3c3nc(=O)cc(C)n32)cc1 (stereo not drawn),3%,9%,16%,3%,-1%,-3%,-4%,-1%,-7%,3%,-2%
COCCC(=O)N1CCC(Oc2ccc(C(=O)NCc3ccon3)cc2)CC1,0%,-2%,0%,2%,-21%,-4%,-7%,-2%,-3%,-4%,-14%
CCOC(=O)c1cc2sc(C)cc2n1CC(=O)N(CC)CC,-4%,-2%,12%,0%,-2%,-4%,10%,-8%,-8%,-1%,-4%
COc1ccc(Nc2ccc(C(=O)O)cc2[N+](=O)[O-])cc1,-7%,12%,0%,3%,17%,-3%,-6%,-5%,5%,?,7%
O=C(CSc1nnc(-c2ccccc2)n1C1CCCCC1)N1CCCC1,-1%,2%,-17%,-2%,-5%,-1%,-3%,1%,0%,-8%,1%
Cc1cnc(C(=O)OCC(=O)Nc2sc3c(c2C(N)=O)CCCC3)cn1,-1%,-21%,.,1%,-1%,-5%,-4%,-2%,.,.,.
COc1cccc(NC(=O)c2ccccc2Br)c1,3.5µM*,?,5%,?,?,4µM*,.,15µM*,4%,3%,2%
Cc1ccc(CCNC(=O)C23CN(Cc4ccccc4)CC2C(c2ccc([N+](=O)[O-])cc2)=NO3)cc1 (stereo not drawn),-1%,-25%,5%,-6%,-4%,0%,-2%,-5%,-8%,?,-1%
CC1CN(c2nc3ccccn3c(=O)c2/C=C(\C#N)C(N)=O)CC(C)O1 (stereo not drawn),13%,-8%,-5%,0%,-8%,2%,.,0%,-4%,.,-12%

# In the list so far, these have a nitro group on carbon.
SMILES,Rab9 prom act,BRCA1 expr up,RORgamma inh,ELG1 genotox,uPA generation,NPC1 prom act,p53 reactivator,FLuc counter,Gal4-VP16 FLuc,MBNL1-CUG inh,MLL CXXC-DNA inh
Cn1c(SCC(=O)N/N=C/c2cc([N+](=O)[O-])ccc2O)nnc1-c1ccccc1,-2%,-2%,-26%,5%,-5%,-2%,5%,-2%,-11%,-1%,-2%
COc1ccc(Nc2ccc(C(=O)O)cc2[N+](=O)[O-])cc1,-7%,12%,0%,3%,17%,-3%,-6%,-5%,5%,?,7%
Cc1ccc(CCNC(=O)C23CN(Cc4ccccc4)CC2C(c2ccc([N+](=O)[O-])cc2)=NO3)cc1 (stereo not drawn),-1%,-25%,5%,-6%,-4%,0%,-2%,-5%,-8%,?,-1%

# (list continues)
SMILES,Rab9 prom act,BRCA1 expr up,RORgamma inh,ELG1 genotox,uPA generation,NPC1 prom act,p53 reactivator,FLuc counter,Gal4-VP16 FLuc,MBNL1-CUG inh,MLL CXXC-DNA inh
CCOC(=O)CNC(=O)CSc1nnc(-c2ccccc2)c(-c2ccccc2)n1,-8%,2%,8%,-1%,9%,-5%,-12%,3%,5%,?,10%
COc1ccc(C(=O)OCC(=O)Nc2cc(C)c(C)cc2[N+](=O)[O-])cc1,2%,-2%,-28%,-2%,-1%,-1%,-6%,7%,-22%,-20%,6%
CC(=O)c1c(C)[nH]c(C(=O)Nc2cccnc2)c1C,-2%,-11%,0%,4%,-2%,3%,16%,0%,-5%,-9%,1%
Cc1ccc(CN2CCC(c3cc(-c4cccs4)n[nH]3)CC2)cc1,0%,-31%,-16%,-5%,-3%,-6%,?,0%,15%,.,19%
C=C1CCC(C)C(C)(CCC2=CCOC2=O)C/C=C\C=C/1C(=O)O (stereo not drawn),-1%,1%,?,1%,5%,0%,5%,-1%,1%,-7%,14%
Cc1cc2c(c(=O)n1Cc1ccccc1)C1O[C@](c3ccsc3)(Cc3cc(C#N)ccc31)O2,0%[1.84 µM],.,-20%[10 µM],.,.,2%[1.84 µM],.,3%[11.5 µM],1%[10 µM],27%[11.5 µM],12%[23 µM]
CCc1ccc(N(CC(=O)Nc2ccc(OC)cc2OC)S(C)(=O)=O)cc1,8%,39%,?,7%,2%,0%,0%,-12%,23%,0%,-7%
COc1ccc2oc(C(=O)OCC(=O)N(CCC#N)c3ccccc3)c(C)c2c1,0%,-29%,-12%,-10%,-5%,-1%,-23%,-2%,-2%,6%,6%
CCC(=O)N1CCc2cc(S(=O)(=O)CCC(=O)N3CCN(c4ccc(F)cc4)CC3)ccc21,1%,-1%,3%,-5%,-8%,1%,26%,-1%,-2%,-6%,0%
Cc1cccc(NC(=O)c2sc(Cl)nc2C)c1C,-4%,-21%,-5%,2%,9%,1%,10%,-4%,-4%,?,2%
Cc1ccc(C)c(NC(=O)c2ccccn2)c1,23%,50%,-3%,12%,.,12%,4%,?,-3%,-12%,-6%
CCS(=O)(=O)Nc1c(C)n(C)n(-c2ccccc2)c1=O,-5%,-11%,-1%,-1%,-2%,-1%,4%,6%,7%,4%,3%

# Compound profiles (already shown).
# Record of Cc1cc2c(c(=O)n1Cc1ccccc1)C1O[C@](c3ccsc3)(Cc3cc(C#N)ccc31)O2 = Rab9 prom act: 0%[1.84 µM]; BRCA1 expr up: .; RORgamma inh: -20%[10 µM]; ELG1 genotox: .; uPA generation: .; NPC1 prom act: 2%[1.84 µM]; p53 reactivator: .; FLuc counter: 3%[11.5 µM]; Gal4-VP16 FLuc: 1%[10 µM]; MBNL1-CUG inh: 27%[11.5 µM]; MLL CXXC-DNA inh: 12%[23 µM]
# Record of Cc1ccc(C)c(NC(=O)c2ccccn2)c1 = Rab9 prom act: 23%; BRCA1 expr up: 50%; RORgamma inh: -3%; ELG1 genotox: 12%; uPA generation: .; NPC1 prom act: 12%; p53 reactivator: 4%; FLuc counter: ?; Gal4-VP16 FLuc: -3%; MBNL1-CUG inh: -12%; MLL CXXC-DNA inh: -6%

# Source: PubChem
